Source: PubChem
Pol kappa inh – qHTS for Inhibitors of Polymerase Kappa; purified Pol kappa, fluorescent DNA synthesis assay, 10 min; hit rate 0.53% among 400,000; Potency, µM (doses to about 107 µM), for the others: at the top dose activity, negative = inhibition, usual class: inhibitors; AID 588579, 2011; note: potency is the fitted concentration of half-maximal effect; % is set by controls: 0 for no effect and ±100 for the full control effect
Target sequence (Q9UBT6 whole entry, looked up): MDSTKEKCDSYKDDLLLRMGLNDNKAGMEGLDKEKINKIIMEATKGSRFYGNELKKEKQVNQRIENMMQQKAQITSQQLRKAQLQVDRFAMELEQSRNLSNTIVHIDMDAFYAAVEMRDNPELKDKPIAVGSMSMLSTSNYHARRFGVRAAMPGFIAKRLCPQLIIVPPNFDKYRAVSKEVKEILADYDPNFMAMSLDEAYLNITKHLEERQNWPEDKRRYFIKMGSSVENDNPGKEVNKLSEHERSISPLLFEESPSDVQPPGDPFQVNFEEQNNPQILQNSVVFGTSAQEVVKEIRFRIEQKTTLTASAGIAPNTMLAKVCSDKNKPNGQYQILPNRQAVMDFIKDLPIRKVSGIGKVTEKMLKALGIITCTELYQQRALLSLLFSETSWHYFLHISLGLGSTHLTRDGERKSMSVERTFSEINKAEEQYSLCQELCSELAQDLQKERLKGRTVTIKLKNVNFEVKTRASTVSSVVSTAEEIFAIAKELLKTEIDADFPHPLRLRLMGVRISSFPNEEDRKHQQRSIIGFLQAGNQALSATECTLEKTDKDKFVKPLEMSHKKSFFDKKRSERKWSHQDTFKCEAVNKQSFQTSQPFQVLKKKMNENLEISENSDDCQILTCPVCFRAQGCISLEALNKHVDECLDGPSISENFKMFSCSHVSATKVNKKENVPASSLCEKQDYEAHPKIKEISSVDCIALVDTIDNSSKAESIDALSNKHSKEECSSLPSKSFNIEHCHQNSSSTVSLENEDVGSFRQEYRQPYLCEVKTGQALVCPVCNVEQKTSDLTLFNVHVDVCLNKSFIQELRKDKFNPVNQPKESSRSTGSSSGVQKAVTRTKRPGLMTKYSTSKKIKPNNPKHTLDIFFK
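Inhibition of 10 nM Pol kappa is measured by a fluorescent read-out at 0 and 10 min following addition of 50 nM substrate (final), with a 15-min room-temperature compound preincubation.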
Pol beta inh – qHTS Assay for Inhibitors of DNA Polymerase Beta; P06746; Pol beta primer extension/strand displacement, fluorescence kinetic; Potency, µM (top dose mostly 114 µM), for inactives: at the highest dose activity change, negative = inhibition, most hits filed as inhibitors; hit rate 1.3% among 340,000; note: potency is the fitted concentration of half-maximal effect; % is set by controls: 0 for no effect and ±100 for the full control effect
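Kinetic readout of DNA synthesis with strand displacement by Pol beta. Compound and 10 nM enzyme sit 15 min at room temperature; 50 nM substrate starts the reaction, read immediately and at 10 min.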
ERG Ets-DNA blk – qHTS for Small Molecule Inhibitors of the ERG Ets/DNA interaction. Potency, µM (series often up to 76.9 µM), for the others: at the top dose FP activity, negative = inhibition, usual class: inhibitors. hit rate 0.028% among 370,000. fluorescence polarization, His-ERG Ets domain / labelled DNA. AID 624246, 2012; active = well fitted inhibition curve with a large enough effect in the polarisation, with a control signal flat; inconclusive = small, poorly fitted or top-dose-only effect, or effect the other way, or a change in a side signal; inactive = no such curve, though single readings can be large or run the other way; the % refers to the polarisation;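 note: polarization taken with two DNA probes labelled with fluorescein and Texas red; potency is the fitted concentration of half-maximal effect; % of control where 0% means no effect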
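His-tagged ERG Ets domain (1 uM in the protein solution; 300mM KCl, 50mM Tris-HCl, 1mM EDTA, 1mM DTT, pH 7.5) received compound, then a probe mix of 5 nM fluorescein-DNA and 100nM Texas-615-DNA. Fluorescence polarization was read for both dyes.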
LDHA block – qHTS assay for inhibitors of human lactate dehydrogenase | L-lactate dehydrogenase A chain (Homo sapiens), P00338 | purified LDHA, NADH/diaphorase-resazurin fluorescence; hits give low values | activity change, % (values are at about 110 or 230 µM) | hit rate 0.15% among 480,000 | AID 1347041, 2019; in the data active = activity change below about -30%; inconclusive = mostly about -25% to -30%;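 note: plate controls were DMSO wells for no effect and wells without enzyme for full effect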
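Human LDH5 at 2 nM final in Tris HCl pH 7.4 with 0.06 mM NADH and 0.2 mM pyruvate, reacted 5 minutes at room temperature. Remaining NADH coupled via diaphorase/resazurin; resorufin fluorescence read at 0 and 20 minutes, normalized to enzyme-free and DMSO wells.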
ALOX12 inh – Primary qHTS assay for inhibitors of human arachidonate 12S-lipoxygenase (ALOX12): Round 2; hit rate 1.1% among 580,000; Potency, µM (series often up to 108 µM), for the others: at the top dose activity change, negative = inhibition, most hits filed as inhibitors; purified 12hLO, xylenol orange hydroperoxide absorbance; Polyunsaturated fatty acid lipoxygenase ALOX12 (Homo sapiens), P18054; AID 1671190, 2021; note: potency is the fitted concentration of half-maximal effect; % is set by controls: 0 for no effect and ±100 for the full control effect
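Purified human 12hLO at 150 nM in 25 mM Hepes, 0.01% Triton X-100, pH 7.0, preincubated 15 min at room temperature with compound. Reaction started with 40 uM arachidonic acid, 30 min at room temperature. Hydroperoxide measured by Fe-xylenol orange, 573/405 nm absorbance ratio.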
POLH inh – qHTS for Inhibitors of Polymerase Eta; DNA polymerase eta (Homo sapiens), Q9Y253; recombinant Pol eta, fluorescent DNA replication assay; Potency, µM (series often up to 114 µM), for inactives: at the highest dose activity change, negative = inhibition, actives largely listed as inhibitors; hit rate 1.2% among 390,000; note: potency is the fitted concentration of half-maximal effect; % is set by controls: 0 for no effect and ±100 for the full control effect
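Pol eta (10 nM) was preincubated with compounds for 15 min at room temperature, after which fluorescent replication substrate (50 nM final) was added to start the reaction. Fluorescence was read kinetically at 0 and 10 min.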
APEX1 inh – qHTS Assay for Inhibitors of the Human Apurinic/apyrimidinic Endonuclease 1 (APE1) | recombinant APE1, TAMRA/BHQ-2 abasic DNA cleavage fluorescence | Potency, µM (highest dose often 65.8 µM), for the others: at the highest dose activity change, negative = inhibition, usual class: inhibitors | hit rate 0.35% among 350,000 | AID 2517, 2012;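 note: potency is the fitted concentration of half-maximal effect; plate controls were vehicle for no effect and reference inhibitor for full effect; nearly all actives have a fitted effect of over 55% in size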
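Substrate: short duplex with […] THF abasic site, 5'-TAMRA and 3'-BHQ-2, 50 nM final. APE1 at 0.75 nM, preincubated 15 min RT with compound. Fluorescence increase from first to third read measured activity.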
Anesthetic bind – qHTS Assay for Identification of Novel General Anesthetics; apoferritin/1-aminoanthracene competitive binding, fluorescence; Potency, µM (titrated, usually from 77.5 µM), for inactives: top-dose activity change, negative = displacement, hits mostly inhibitors; hit rate 0.074% among 350,000; AID 485281, 2010; note: potency is the fitted concentration of half-maximal effect; % is set by controls: 0 for no effect and ±100 for the full control effect; nearly all actives have a fitted effect of over 20% in size
Target sequence (P02791 2-175 limits assumed): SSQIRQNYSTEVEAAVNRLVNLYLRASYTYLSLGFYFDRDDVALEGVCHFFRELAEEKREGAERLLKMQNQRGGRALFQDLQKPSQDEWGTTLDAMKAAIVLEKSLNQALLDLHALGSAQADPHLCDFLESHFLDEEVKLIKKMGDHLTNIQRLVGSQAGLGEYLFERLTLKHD
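Concentration-response curves derived by four-parameter Hill fitting of normalized fluorescence, where compounds displaced 1-AMA from 10 uM horse apoferritin following a brief 10 min room-temperature incubation; propofol titration acted as positive control.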
RGS4 inhibitor – Inhibitors of Regulator of G Protein Signaling (RGS) 4: qHTS | Regulator of G-protein signaling 4 (Homo sapiens), P49798 | Transcreener GDP fluorescence polarization, RGS4-accelerated GTP hydrolysis | Potency, µM (top dose mostly 114 µM), inactives show top-dose activity change, negative = inhibition, hits mostly inhibitors | hit rate 0.039% among 390,000; note: potency is the fitted concentration of half-maximal effect; % is set by controls: 0 for no effect and ±100 for the full control effect; nearly all actives have a fitted effect of over 75% in size; some results filed as inactive show a strong effect at the top dose
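MLSMR compounds (23 nl, pin-transferred) preincubated 10 min at room temperature with a 500nM (2x) first reagent, then RGS4 at 900nM (2x) plus Transcreener GDP mix added; fluorescence polarization (620/688 nm) read before and after 90 min at 30 °C.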
Numbers without * were called inactive; i = inactive; u = inconclusive; x = no result given; & = joins results of further samples; [ ] = another dose, or the depositor's remark. Unless noted, calls come from the whole dose curve; as a rule, active = well fitted curve in the direction sought with a large enough effect; inconclusive = small, poorly fitted or top-dose-only effect, or another doubt; inactive = no such curve, though single readings can be large; an effect the other way counts as inactive or inconclusive.

cpd	SMILES	Pol kappa inh	Pol beta inh	ERG Ets-DNA blk	LDHA block	ALOX12 inh
1	COc1ccccc1NC(=O)C/C(N)=N/OCC(=O)Nc1cccc(Cl)c1	1%	x	5%	-8	423%[activator]
2	Cc1ccc(NC(=O)C(NC2CCCC2)c2ccccc2)cc1Cl (centres undefined)	1%	-30%	-2%	-4	-28%
3	CC(=O)Nc1ccc(NC(=O)c2cc(=O)c3cc(C)cc(C)c3o2)cc1	6%	-2%	5%	-10	u
4	CC1=CC23C(=O)C(C=C(CO)[C@@H](O)[C@]2(O)[C@H]1O)[C@H]1[C@@H](C[C@H]3C)C1(C)C (some centres undefined)	13%[60.1 µM]	x	x	x	6%
5	CC(C)c1ccc(NC(=O)Nc2csc3c2CCCC3)cc1	1%	4%	3%	-8	-11%
6	COc1cccc(NC(=O)CN(C)C(=O)C2CC(=O)N(CCc3ccc(OC)c(OC)c3)C2)c1 (centres undefined)	u	x	x	-7	-9%
7	Cc1ccc(Cl)cc1NC(=O)c1oc2ccc(S(=O)(=O)N3CCC4(CC3)OCCO4)cc2c1C	-8%[60.1 µM]	-2%	-2%	-5	0%
8	CCc1cccc(CC)c1NC(=S)Nc1cccc(Cl)c1Cl	-7%	-15%	-16%	7	377%[activator]
9	COC(=O)c1ccc(NC(=O)c2ccco2)cc1	-7%	-1%	-16%	-4	-3%
10	C=C1c2ccc(C)cc2NC(=O)N1c1ccccc1	-1%	11%	11%	11	x

cpd	POLH inh	APEX1 inh	Anesthetic bind	RGS4 inhibitor
1	u	16%	x	-4%
2	-15%	-12%	-5%	13%
3	-5%	24%	-1%	-40%
4	x	-4%	2%	x
5	-7%	x	7%	14%
6	u	x	x	22%
7	8%	x	-8%	12%
8	-10%	1%	2%	-21%
9	-16%	4%	-8%	-10%
10	-13%	3%	-9%	-5%

Additional results
cpd	SMILES	Pol kappa inh	Pol beta inh	ERG Ets-DNA blk	LDHA block	ALOX12 inh
11	Fc1ccc(CSc2nnc3ccccn23)c(Cl)c1	0%	0%	7%	0	16%
12	COC(=O)c1ccccc1NC(=O)c1nc(S(=O)(=O)Cc2cccc(C)c2)ncc1Cl	-10%	-19%	-2%	-7	3%
13	N#C/C(=C\c1cccnc1)C(=O)Nc1ccc(C(=O)O)cc1	-1%	20%	1%	0	1%
14	COC(=O)c1ccccc1NC(=O)Nc1ccc(C)cn1	11%	2%	-1%	-5	-6%
15	O=C(COC(=O)COc1ccc(Cl)cc1)Nc1ccc(N2CCOCC2)cc1	-4%	4%	-8%	-6	-1%
16	COc1ccc(CN(C)C(=O)c2cc(S(=O)(=O)NCc3ccccc3)ccc2C)c(OC)c1	-5%	x	3%	-1	6%
17	CC(C)N(C(=O)CSc1nc2ccc(Cl)cc2[nH]1)c1ccccc1	-6%	-2%	0%	4	u
18	CCc1ccc(N2CCn3c2nc2c3c(=O)n(Cc3cccc(C)c3)c(=O)n2C)cc1	0%	9%	2%	-4	-6%
19	O=[N+]([O-])c1ccc(O)c(/C=N/Nc2ccccc2[N+](=O)[O-])c1	-12%	-24%	-17%	-4	u
20	CCCCN1CC[C@H]2C=CC[C@@H](C(=O)Nc3ccc(Cl)cc3Cl)[C@H]2C1=O	8%&-24%	x	12%	-1	-28%

cpd	POLH inh	APEX1 inh	Anesthetic bind	RGS4 inhibitor
11	-22%	-1%	-11%	-18%
12	4%	x	-18%	-19%
13	-18%	2%	-3%	5%
14	-16%	5%	-1%	9%
15	-5%	16%	-4%	4%
16	-17%	17%	x	-17%
17	x	x	16%	-43%
18	-7%	x	-3%	-9%
19	-8%	9%	4%	-17%
20	-10%	x	x	-13%

One compound at a time (already shown). Order of screens: Pol kappa inh | Pol beta inh | ERG Ets-DNA blk | LDHA block | ALOX12 inh | POLH inh | APEX1 inh | Anesthetic bind | RGS4 inhibitor
`O=[N+]([O-])c1ccc(O)c(/C=N/Nc2ccccc2[N+](=O)[O-])c1` as listed: -12% | -24% | -17% | -4 | u | -8% | 9% | 4% | -17%
`CCc1ccc(N2CCn3c2nc2c3c(=O)n(Cc3cccc(C)c3)c(=O)n2C)cc1` as listed: 0% | 9% | 2% | -4 | -6% | -7% | x | -3% | -9%
`COC(=O)c1ccccc1NC(=O)Nc1ccc(C)cn1` as listed: 11% | 2% | -1% | -5 | -6% | -16% | 5% | -1% | 9%
`COC(=O)c1ccccc1NC(=O)c1nc(S(=O)(=O)Cc2cccc(C)c2)ncc1Cl` as listed: -10% | -19% | -2% | -7 | 3% | 4% | x | -18% | -19%

Carrying on.
cpd	SMILES	Pol kappa inh	Pol beta inh	ERG Ets-DNA blk	LDHA block	ALOX12 inh
21	COc1ccc(C/C(C)=N/NC(=S)Nc2ccccc2F)cc1	8%	0%	13%	-3	u
22	CN(Cc1ccccc1Br)C(=O)CN1C(=O)NC2(CCCCCC2)C1=O	2%	x	5%	1	-2%
23	CCNC(=O)c1c(O)c2c([nH]c1=O)CCCC2	4%	14%	-4%	-3	0%
24	O=S(=O)(c1ccccc1)c1cnc(-c2cccnc2)nc1-c1ccc(Cl)c(Cl)c1	1%	63%	-2%	-4	5%
25	CC1CN(Cc2nc3c(c(=O)[nH]c(=O)n3C)n2CC(N)=O)CC(C)O1 (centres undefined)	-12%	19%	-8%	-6	14%
26	CN(C=[N+](C)C)c1cccc2c1C(=O)c1ccccc1C2=O	-26%	8%	-4%	19	-22%
27	CCC(C(=O)NC(C)(C)C)N(C(=O)Cn1nnc(-c2cccs2)n1)c1cnc2ccccc2c1 (centres undefined)	-9%	0%	2%	-1	-20%
28	O=C1c2ccccc2NC(c2ccccc2F)N1NS(=O)(=O)c1ccccc1 (centres undefined)	-25%	2%	-6%	-5	-12%
29	CC(=O)NNC(=O)c1sc(=S)n2c1[nH]c(=O)c1sccc12	-19%	-26%	-1%	-6	u
30	O=C(C(=O)N1CCCc2ccccc21)c1cn(CC(=O)N2CCOCC2)c2ccccc12	-18%	27%	-2%	-2	82%[activator]

cpd	POLH inh	APEX1 inh	Anesthetic bind	RGS4 inhibitor
21	-20%	-3%	-10%	-26%
22	-15%	-25%	x	-8%
23	-33%	1%	-1%	-2%[11.4 µM]
24	-1%	-1%	-11%	3%
25	-14%	-3%	-4%	18%
26	u	-5%	-15%	-2%
27	-8%	-5%	u	22%
28	-6%	27%	61%[activator]	9%
29	u	-6%	-10%	u
30	-9%	1%	-11%	5%

Remaining list, next part.
cpd	SMILES	Pol kappa inh	Pol beta inh	ERG Ets-DNA blk	LDHA block	ALOX12 inh
31	COc1ccccc1CNC(=O)CCCN1C(=O)CSc2c1c(C)nn2-c1ccccc1	-25%	-9%	2%	-4	-8%
32	CC(=O)Oc1ccc(/C=N/NS(=O)(=O)c2ccc(C)cc2)c(OC(C)=O)c1	-9%	4%	2%	-5	6%
33	COc1cc(C(=O)OCC(=O)Nc2cccc(S(=O)(=O)N3CCCC3)c2)ccc1OCC(C)C	-8%	x	-1%	-3	1%
34	O=C(NCc1ccccn1)c1ccc(NS(=O)(=O)c2cccc(Cl)c2)cc1	-17%	7%	-7%	-7	11%
35	Cc1ccccc1NC(=O)COC(=O)c1ccccc1SCC(=O)N1CCCC1	-10%	-3%	-4%	-1	495%[activator]
36	Cc1nn(-c2ccccc2)c(Cl)c1C(=O)N1CCN(c2ncnc3c2cnn3-c2ccccc2)CC1	-7%	22%	-2%	-6	x
37	O=C(NCCN1CCOCC1)C(=O)NCC1OCCCN1S(=O)(=O)c1ccc(F)cc1 (centres undefined)	-5%	-15%	14%	-3	1%
38	O=C(NC(=S)Nc1ccccc1Br)C1CCCCC1	-19%	x	-11%	-1	u
39	COc1ccc(NC(=O)CC(=O)Nc2ccc(OC)cc2)cc1	6%	x	-4%	-2	16%
40	COc1ccc(CNn2c(-c3cccc(C)c3)nc3ccccc3c2=O)cc1OC	-16%	u	x	-6	-15%[57.4 µM]
41	CCC(=O)OCC(=O)Nc1ccc2c(c1)OCO2	-9%	-11%	3%	-3	11%
42	COC(=O)c1ccc(Cl)cc1NC(=O)N(C)CCc1c(C)nn(C)c1C	-8%[60.1 µM]	-4%	0%	-4	-6%
43	O=C(O)COc1cccc(-c2ocnc2-c2nc(-c3ccccc3)c(-c3ccccc3)o2)c1	-10%[19.4 µM]	x	x	x	201%[activator]

cpd	POLH inh	APEX1 inh	Anesthetic bind	RGS4 inhibitor
31	-20%	x	1%	-14%
32	-2%	50%[activator]	41%[activator]	-22%
33	-24%	21%	x	-13%
34	-7%	7%	-12%	0%
35	-11%	-2%	-14%	-17%
36	-19%	10%	-10%	-12%
37	-9%	43%	0%	-37%
38	-7%	12%	x	-48%
39	-15%	x	x	4%
40	-8%	2%	-17%	30%
41	-16%	-3%	-10%	u
42	-7%	x	7%	23%
43	x	-3%	x	i

An excerpt; count on the stated rates, not on these rows.
